From PubChem BioAssay
RGS4-Gao reg: human RGS4-Galphao interaction regulation | Multiplexed bead flow cytometry, RGS4-Galphao binding; actives lie on both sides | binding response (% of control), % at 10 µM | actives 0.33% (n = 220,000) | AID 1415; in the data active means binding response below about 49% or above about 150%; inactive means in between;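 further: fluorescent Galphao activated with aluminum fluoride binding bead-coupled RGS4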
Target sequence (P09471 whole entry, looked up): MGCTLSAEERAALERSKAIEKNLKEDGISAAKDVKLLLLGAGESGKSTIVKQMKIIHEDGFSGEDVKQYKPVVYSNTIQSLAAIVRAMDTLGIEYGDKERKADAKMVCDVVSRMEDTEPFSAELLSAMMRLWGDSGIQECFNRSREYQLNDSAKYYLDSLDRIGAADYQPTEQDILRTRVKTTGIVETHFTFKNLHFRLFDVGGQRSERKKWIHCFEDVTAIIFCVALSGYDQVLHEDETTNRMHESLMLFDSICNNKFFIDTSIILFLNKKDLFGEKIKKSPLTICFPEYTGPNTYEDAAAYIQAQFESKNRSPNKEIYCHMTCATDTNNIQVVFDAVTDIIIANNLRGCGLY
ABCG2 inh: blocks JC-1 efflux by human ABCG2 transporter; IgMXP3 cells, flow cytometry; AID 1325; actives 0.1% (n = 190,000); Q9UNQ0; inhibition, % at 6.6 µM;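 active means inhibition above 80%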;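 further: 0% = DMSO and 100% = nicardipine control wells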
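Times: 10 min at 25 °C | Test system: Two drug-resistant human cell lines, ABCG2 and ABCB1 | Quantity: 3 million cells/mL final, two lines in 1:1 ratio | Signal: Flow cytometry, 530 nm JC-1 signal | Dosing: Compound at 6.6 µM | Controls: Nicardipine and DMSO wells | Reagent: JC-1 as fluorescent efflux pump substrate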
Bim-Bcl-W: disrupts Bim peptide binding to human Bcl-W; inhibition, % at 10 µM; bead-based flow cytometry; actives 0.02% (n = 190,000);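 further: 0% = bound tracer without compound and 100% = peptide blocker; higher means less fluorescent Bim peptide bound to Bcl-W beads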
Target sequence (Q92843 whole entry, looked up): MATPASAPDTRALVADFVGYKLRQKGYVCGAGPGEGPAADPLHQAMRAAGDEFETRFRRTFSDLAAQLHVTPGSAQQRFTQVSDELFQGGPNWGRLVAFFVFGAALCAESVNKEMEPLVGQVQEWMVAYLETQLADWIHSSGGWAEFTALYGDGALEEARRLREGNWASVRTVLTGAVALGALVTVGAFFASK
Bim-Bcl-2: disrupts Bim peptide binding to human Bcl-2. inhibition, % at 10 µM. P10415. actives 0.06% (n = 190,000). Bead-based flow cytometry, Bim peptide-Bcl-2 binding; in the data active means inhibition above about 40%; inconclusive means no clear call, values can overlap the other calls;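 further: 0% = no compound wells with probe peptide and 100% = reference peptide inhibitor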
Target sequence (P10415 whole entry, looked up): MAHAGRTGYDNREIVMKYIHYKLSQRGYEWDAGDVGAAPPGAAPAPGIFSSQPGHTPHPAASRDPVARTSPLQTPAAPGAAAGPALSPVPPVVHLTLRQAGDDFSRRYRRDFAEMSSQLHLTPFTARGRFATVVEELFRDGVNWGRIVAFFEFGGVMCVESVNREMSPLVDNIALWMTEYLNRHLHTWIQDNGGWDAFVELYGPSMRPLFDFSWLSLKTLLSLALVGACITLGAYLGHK
Bfl-1 Bim block: inhibitors of Bim-Bfl-1 interaction, human. Q16548. Bead-based flow cytometry, Bim-Bfl-1 binding inhibition. inhibition, % at 10 µM. actives 0.12% (n = 190,000);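 further: 0% = wells without compound plus tracer and 100% = blocker peptide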
Bim-Bcl-B: inhibitors of Bim-Bcl-B interaction, human; actives 0.073% (n = 190,000); inhibition, % at 10 µM; Q9HD36; bead-based flow cytometry, Bim peptide-Bcl-B binding;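 further: 0% = tracer peptide without compound and 100% = reference inhibitor peptide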
Target sequence (Q9HD36 whole entry, looked up): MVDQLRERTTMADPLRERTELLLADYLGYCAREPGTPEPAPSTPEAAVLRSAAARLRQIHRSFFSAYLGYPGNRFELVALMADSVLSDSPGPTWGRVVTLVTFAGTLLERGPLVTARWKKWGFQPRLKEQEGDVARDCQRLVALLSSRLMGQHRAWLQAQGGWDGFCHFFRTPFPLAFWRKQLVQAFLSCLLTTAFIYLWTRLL
RGS7-Gao reg: modulates binding of RGS7 to human Galphao. P09471. Multiplexed bead flow cytometry; actives lie on both sides. binding response (% of control), % at 10 µM. actives 0.35% (n = 220,000); in the data active means binding response below about 49% or above about 150%; inconclusive means no clear call, values can overlap the other calls; inactive means in between;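 further: fluorescent Galphao held in activated GDP-AlF4 state binding bead-coupled RGS7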
ABCB1 block: human ABCB1 inhibition, ABCG2 as counter-screen | P08183 | CCRF-Adr cells, JC-1 efflux, flow cytometry | inhibition, % at 6.6 µM | actives 0.067% (n = 190,000) | AID 1326; in the data active means inhibition above about 40%;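 further: 0% = vehicle and 100% = reference inhibitor; higher value means more JC-1 retained so stronger ABCB1 efflux block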
Bim-Mcl-1: inhibitors of Bim-Mcl-1 interaction, human; Q07820; AID 1009; Bead-based flow cytometry, Bim peptide-Mcl-1 binding; actives 0.1% (n = 190,000); inhibition, % at 10 µM;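 further: 0% = no compound tracer wells and 100% = peptide blocker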
Bcl-XL Bim block: disrupts Bim peptide binding to human Bcl-XL. Q07817. bead flow cytometry, fluorescence. inhibition, % at 10 µM. actives 0.04% (n = 190,000)
RGS8-Gao reg: modulates binding of RGS8 to human Galphao. response (percent of control binding), % at 10 µM. AID 1423. P09471. actives 0.34% (n = 220,000). multiplexed bead flow cytometry; actives lie on both sides; in the data active means response below about 60% or above about 140%; inactive means in between;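 further: Galphao activated as the GDP aluminium fluoride complex binding bead-coupled RGS8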
Starred values were filed as active, the others as inactive; ? = inconclusive. Unless noted, no stated cut-off is given here; in the data, active means inhibition above about 40%.

SMILES	RGS4-Gao reg	ABCG2 inh	Bim-Bcl-W	Bim-Bcl-2	Bfl-1 Bim block	Bim-Bcl-B	RGS7-Gao reg	ABCB1 block	Bim-Mcl-1	Bcl-XL Bim block	RGS8-Gao reg
CCOC(=O)CSc1nn(C)c(=S)s1	100	5	2	-4	-5	-5	98	0.8	1	0	99
CCCc1nn(C)c(C(=O)Nc2ccc(CC)cc2)c1Cl	100	4	-4	-1	1	-4	100	0.6	-2	-3	95
CN1C=CC=C/C1=C1/N=C(c2ccccc2)OC1=O	98	2	0	-3	-5	0	?	0.4	-3	0	100
O=C(N/N=C\c1ccc2c(c1)OCO2)c1ccc(Cn2cc(Br)c([N+](=O)[O-])n2)o1	98	4	-4	-6	-8	-7	100	0.8	-1	-5	103
Cc1cccn2c(=O)c(C=O)c(N3CCCCC3)nc12	101	6	5	1	-3	2	97	0.5	4	3	101
CCOC(=O)c1oc2ccc(/C=N/O)c(Cl)c2c1C	100	1	-1	-1	-5	-3	100	0.2	-1	-1	102
c1ccc(OCCOCCN2CCN(C(c3ccccc3)c3ccccc3)CC2)cc1	102	2	-4	0	-1	-7	101	1.2	-3	-3	102
O=[N+]([O-])c1ccc(S(=O)(=O)NCC(c2cccnc2)N2CCOCC2)cc1 (stereo not drawn)	102	12	-1	1	5	8	97	3.7	-2	0	102
Cc1ccc(Cl)cc1N1CCN(S(=O)(=O)N2CCCCC2)CC1	98	10	4	0	6	-1	104	1.4	-4	3	98
N/C(=N\OC(=O)CCCN1C(=O)c2ccccc2C1=O)c1ccc(Cl)cc1	99	0	3	-1	-12	-3	99	0.1	0	-6	99
COc1ccc(Cl)cc1C(=O)NNC(=O)c1cccc([N+](=O)[O-])c1	100	22	0	-1	-4	0	?	1.0	-1	-2	99
CCN(CC)CCNS(=O)(=O)c1ccc(OC)c(Br)c1	101	0	2	0	1	-1	105	0.2	-1	1	98
Cc1cc(C(=O)N/N=C2\CC(=O)CC(C)(C)C2)c2ccccc2n1	100	10	-3	-3	-3	-8	95	0.7	-4	-5	101
CNS(=O)(=O)c1ccc(NC(=O)C2CC(=O)N(c3ccc(Cl)cc3)C2)cc1 (stereo not drawn)	106	-1	1	-2	-10	-3	105	-0.3	0	-2	106
NS(=O)(=O)c1ccc(CCNC(=O)COC(=O)CN2C(=O)C3CCCCC3C2=O)cc1 (stereo not drawn)	106	1	0	1	-4	-1	107	0.2	-3	0	105
CCC1/C(=N\O)CC(c2ccco2)NC1c1ccco1 (stereo not drawn)	104	3	0	-12	-18	-11	102	-0.7	-4	-11	104
CCc1cccc(CC)c1NC(=O)CSc1nc2ccc(N3C(=O)C4C(C3=O)[C@H]3C=C[C@@H]4C3)cc2s1 (stereo partly drawn)	100	26	0	-1	-3	-10	103	6.0	-4	-1	101
CC(C)(C)C(=O)NC(=S)NNC(=O)c1ccc(-c2ccccc2)cc1	89	-3	0	0	-4	-8	84	-0.8	0	-6	91
Brc1ccc(CSc2nnc(-c3ccco3)o2)cc1	96	3	-4	0	-5	-3	98	0.1	-6	-4	106
COc1ccc(C2(O)CCN(Cc3nnnn3Cc3ccc(C)cc3)CC2)cc1	104	5	1	-8	-12	-9	99	1.0	-1	7	102

Results in RGS8-Gao reg, Bcl-XL Bim block and RGS4-Gao reg (2 entries from above):
SMILES | RGS8-Gao reg | Bcl-XL Bim block | RGS4-Gao reg
Cc1cccn2c(=O)c(C=O)c(N3CCCCC3)nc12 | 101 | 3 | 101
CCOC(=O)c1oc2ccc(/C=N/O)c(Cl)c2c1C | 102 | -1 | 100

Remaining list, next part:
SMILES	RGS4-Gao reg	ABCG2 inh	Bim-Bcl-W	Bim-Bcl-2	Bfl-1 Bim block	Bim-Bcl-B	RGS7-Gao reg	ABCB1 block	Bim-Mcl-1	Bcl-XL Bim block	RGS8-Gao reg
Cn1c(=O)cc(OCC(=O)N2CCN(c3ccccc3F)CC2)c2ccccc21	110	5	0	0	-2	-2	108	1.1	0	-2	104
CCN(CC)C(=O)C12CC3CC(CC(Cl)(C3)C1)C2	99	4	-2	-10	-10	-10	95	0.8	-3	-7	101
COc1ccc2c(C)c(C)c(=O)oc2c1OC	101	19	-4	-7	-8	-7	?	0.4	-1	-4	99
CCCCc1nnc(NC(=O)CN2C(=O)c3ccccc3C2=O)s1	104	29	1	-2	-2	1	104	1.2	0	1	102
O=C(CCCOc1ccc(Cl)cc1Cl)NCCCO	100	15	-1	-8	-15	-10	98	0.2	-3	-7	102
CO/N=C(\N)c1ccc([N+](=O)[O-])cc1	106	2	-4	-6	-1	-7	107	0.2	-6	-6	106
CCc1nnc(NC(=O)CN2C(=O)c3ccccc3S2(=O)=O)s1	99	1	0	-3	-14	-6	102	0.5	1	-3	101
COc1ccccc1C(O)(C(=O)NNc1cccc(C)c1)c1ccccc1OC	102	2	-1	0	-1	-2	103	2.4	-2	-5	105
CN(c1ccc(S(=O)(=O)N2CCOCC2)cn1)C1CCCCC1	103	-4	1	-6	-15	-13	101	-0.1	-3	-5	101
CC1=CC(C)(C)N(C(=O)CN2C(=O)c3ccccc3C2=O)c2ccc(C)cc21	101	0	-6	-8	1	-2	97	0.7	0	-7	99
O=[N+]([O-])c1ccccc1OCCOCCOc1cccc2cccnc12	97	9	-3	-4	-15	-9	98	1.2	-1	-5	100
COc1ccc(-n2c(-c3cnccn3)n[nH]c2=S)cc1	99	1	-2	-4	1	-12	97	0.1	-6	-5	98
CCn1c(C)c(C)c2cc(C(=O)Nc3cccc(Cl)c3)ccc21	103	3	0	0	1	1	108	0.1	1	0	104
O=C(NCc1ccccc1)c1n[nH]nc1-c1ccccc1O	96	0	-4	9	-1	-10	96	-0.1	2	-6	96
COc1ccc(C(=O)NCc2ccc(N3CCN(C(=O)OC(C)(C)C)CC3)cc2)cc1	83	-1	2	3	3	1	88	0.0	3	2	96
O=C(OCc1cc(=O)n2c(n1)sc1ccccc12)c1ccc(O)cc1O	98	1	-3	-3	-6	-4	93	-0.3	0	-4	100
CCN(CC)Cc1cc(CCNC(=O)c2ccc(Cl)cc2)ccc1O	98	4	2	-7	-7	-4	102	-0.6	-1	-4	102
CCOC(=O)C1(CCOc2ccccc2)CCN(CCCn2cccn2)CC1	104	2	0	0	-2	-1	106	2.7	-3	-3	105
CCCCCOc1ccc(C2NC(=O)NC2=O)cc1 (stereo not drawn)	102	1	3	-8	-12	-4	101	0.2	0	-7	101
O=C(CN1CCN(c2ccccn2)CC1)N1c2ccccc2Sc2ccc(C(F)(F)F)cc21	99	4	0	-10	-8	-6	101	3.7	0	-5	102

As entered above.
For Bim-Bcl-2, CCN(CC)C(=O)C12CC3CC(CC(Cl)(C3)C1)C2 reads -10
For Bim-Bcl-2, COc1ccc(C2(O)CCN(Cc3nnnn3Cc3ccc(C)cc3)CC2)cc1 reads -8
For ABCB1 block, O=C(OCc1cc(=O)n2c(n1)sc1ccccc12)c1ccc(O)cc1O reads -0.3
For Bim-Bcl-B, CC1=CC(C)(C)N(C(=O)CN2C(=O)c3ccccc3C2=O)c2ccc(C)cc21 reads -2
For RGS7-Gao reg, O=C(N/N=C\c1ccc2c(c1)OCO2)c1ccc(Cn2cc(Br)c([N+](=O)[O-])n2)o1 reads 100

Further entries.
SMILES	RGS4-Gao reg	ABCG2 inh	Bim-Bcl-W	Bim-Bcl-2	Bfl-1 Bim block	Bim-Bcl-B	RGS7-Gao reg	ABCB1 block	Bim-Mcl-1	Bcl-XL Bim block	RGS8-Gao reg
Cc1ccc(C2CCN(C(=O)Nc3ccc(F)cc3)C2)cc1 (stereo not drawn)	96	19	-1	0	2	3	91	0.4	-2	0	100
O=C(O)C1CCCCN1S(=O)(=O)c1ccc(Cl)s1 (stereo not drawn)	106	-3	0	0	-8	-3	103	-2.5	0	-4	100
COc1ccc(C(=O)N/N=C/c2cc3ccccc3[nH]c2=S)cc1	105	5	0	-9	-3	-18	111	-0.4	27	-13	105
Cc1ccc(C2(C)NC(=O)N(CC(=O)NCCC3=CCCCC3)C2=O)cc1 (stereo not drawn)	100	1	0	0	2	-5	100	0.3	0	1	102
COC(=O)Cc1[nH]nc2c1C1(C(=O)N(Cc3ccccc3)c3ccccc31)C(C#N)=C(N)O2 (stereo not drawn)	101	2	0	-9	-12	-9	98	0.0	-1	-5	99
CN1CCN(S(=O)(=O)c2cccc(C(=O)O)c2)CC1	102	4	-1	-2	0	0	101	-0.6	-4	-3	101
Cc1cccc(OC(=O)c2cn(C)nc2C(F)(F)F)c1C	102	3	6	-7	-14	-7	100	0.6	0	-5	102
O=[n+]1c2c(n([O-])c3ccccc31)CCCC2	100	7	0	-13	-15	-7	102	0.4	-2	-10	100
CCCCCc1ccc(-c2ccc(OCC)cc2)nc1	100	3	-2	-2	-4	-3	101	0.6	0	-2	100
Cc1c(NS(=O)(=O)c2ccc3c(c2)CCN3C(=O)C2CC2)c(=O)n(-c2ccccc2)n1C	102	4	-2	-7	-8	-8	102	0.7	0	-5	100
O=C(/C=C/c1ccco1)NC(=S)Nc1ccc(N2CCOCC2)c(Cl)c1	100	2	-3	0	-1	0	98	-0.1	0	-1	100
COc1ccccc1N(CC(=O)N(c1ccccc1)C(C)C)S(=O)(=O)c1cccs1	101	4	0	0	-1	-6	102	2.6	-2	-2	98
COc1cccc(NC(=O)c2ccccc2-c2ccccc2)c1	107	7	0	1	-7	-3	?	0.9	0	-1	103
CCCC(=O)Nc1ccc(Cl)c(NC(=S)NC(=O)c2cc3ccccc3o2)c1	102	-1	-1	-5	-15	-2	102	-0.4	3	0	104
O=C(NCC1CCCO1)c1ccc2c(=O)n(Cc3cccc(Br)c3)c(=S)[nH]c2c1 (stereo not drawn)	89	2	-12	-1	-3	-9	90	0.0	-22	-14	93
CCOc1ccccc1NC(=O)c1cnc2n(c1=O)CCS2	101	26	-2	-1	-13	-6	97	0.8	-5	-6	98
COc1c2c(nc3occc13)C(CC=C(C)C)(OC)C(O)CC2 (stereo not drawn)	103	0	1	1	2	0	102	-0.7	1	0	106
COc1ccccc1NC(=O)N1CCCC1	100	1	2	0	-3	-2	91	0.1	-1	-1	100
COc1cccc(NC=C2C(=O)OC3(CCCCC3)OC2=O)c1	92	4	0	-12	-14	-9	87	0.7	-1	-1	94
COCc1cc(C)nc(SCC(=O)N2CCC(C)CC2)c1C#N	94	5	0	-8	-9	-5	94	0.9	-1	-2	95
CCOC(=O)CSc1n[nH]c(NC(=O)NC(C)C)n1	101	1	-1	-2	-4	-2	94	0.2	0	-2	101
O=c1[nH]c2cc3c(cc2cc1CN(Cc1cccnc1)Cc1nnnn1Cc1ccco1)OCCO3	97	-1	-1	-1	1	-5	94	-0.7	-2	-6	98
CN(CC(=O)Nc1ccc(C(N)=O)cc1)CC(=O)Nc1ccccc1Cl	103	10	-2	-1	-2	-6	107	0.6	-3	-8	104
CCCCCCn1c(SCCC)nc2c1c(=O)[nH]c(=O)n2C	109	6	-1	-1	-9	-7	106	0.8	-2	-6	105
O=C(CSc1nnc(COc2ccccc2)n1Cc1ccco1)NCc1ccco1	97	0	0	4	-1	-4	93	0.5	-1	0	95
O=C(COc1ncnc2ccccc12)N1CCN(S(=O)(=O)c2ccccc2)CC1	98	-4	-2	-4	-1	0	99	-0.2	-7	-5	99
Cc1nnc(SCC(=O)Nc2ccc(Br)cn2)[nH]c1=O	94	1	-4	0	-2	1	93	0.2	-3	-3	96
O=C(Cc1cccc2ccccc12)NCCOc1ccccc1F	104	4	-3	-3	-6	-5	108	0.7	-2	-3	99
